# NCI-60 one-dose screen, 48 h, at 10 µM unless noted. Numbers give growth in % (100 = growth as untreated, 0 = no growth, -100 = all killed).
# OVCAR-4: OVCAR-4 ovarian cancer cells. AID 1794784. 3.7% of 80,000 active
# IGROV1: IGROV1 ovarian cancer | 4.7% of 79,000 active
# RXF 393: RXF 393 renal cancer cells; 6.9% of 77,000 active
# A498: A498 renal cancer cells; AID 1794774; 5.4% of 76,000 active
# OVCAR-3: OVCAR-3 ovarian cancer | 7% of 79,000 active | AID 1794787
# SK-OV-3: SK-OV-3 ovarian cancer cells | 3.2% of 80,000 active | AID 1794785
# OVCAR-5: OVCAR-5 ovarian cancer; 2.9% of 82,000 active; AID 1794783
# OVCAR-8: OVCAR-8 ovarian cancer. 4.4% of 81,000 active. AID 1794782
# ACHN: ACHN renal cancer. 4.9% of 81,000 active. AID 1794771
# * = called active by the depositor; . = no result given; & = joins results of further samples; ! = not active in a repeat. The calls were made as follows: active = growth percent below 10; inactive = the rest. Compounds were not picked by outcome (roughly 11% active in at least one column).
SMILES,OVCAR-4,IGROV1,RXF 393,A498,OVCAR-3,SK-OV-3,OVCAR-5,OVCAR-8,ACHN
O=S(=O)(NCCNc1cc(-c2c(-c3cccc(O)c3)nc3sccn23)ccn1)c1cccc(Cl)c1,43,24,44,36,43,51,103,34,34
CC1(C)OC(=O)c2c(nc3c(-c4nc5ccccc5s4)c(Nc4ccccc4)sc3c2N)O1,108,65,119,116,90,74,97,101,87
N#CCc1ccc(Cl)cc1Cl,98,97,99,90,111,98,94,106,104
O=C(NC1CCN(Cc2ccccc2)CC1)c1cc2nc(-c3ccc(Cl)s3)cc(C(F)(F)F)n2n1,66,118,95,99,90,93,93,.,96
O=C(NCC(O)CNC(=O)Nc1ccc(C2=NCC(O)CN2)cc1)Nc1ccc(C2=NCC(O)CN2)cc1 (centres undefined),97,106,123,83,109,102,109,99,96
CCOC(=O)c1cccc(OCC)c1,117,105,114,103,109,109,114,101,109
CCOC(=O)n1c(O)c(N=NC(=O)c2ccc(S(N)(=O)=O)cc2)c2ccccc21,.,100,104,102,103,99,102,98,99
CN1CCCC(NC(c2ccccc2)c2ccc(Cl)cc2)C1 (centres undefined),103,101,108,91,98,102,93,96,102
COc1cc(NCCCCCNC2CCCCC2)c2ncccc2c1,37,105,76,.,77,96,78,91,104
CCCc1cc(=O)oc2c3c(c4c(c12)OC(C)(C)C=C4)O[C@@H](C)[C@H](C)C3=O,68,75,18,.,87,92,-19*,.,84
CCOC(=O)c1c(C)nc2[nH]n(-c3ccccc3)c(=O)c2c1-c1ccccc1,99,88,106,90,111,104,100,98,97
[C-]#[N+][C@]12C(=O)[C@H](CCC1(C)C)C(C)(C)[C@H]1C(=O)N(C)c3cccc2c31,62,28,102,105,31,100,97,95,89
CNC(=O)c1cc(Oc2ccc3nc(Nc4ccc(F)c(Cl)c4)ccc3c2)ccn1,52,74,80,55,67,91,93,69,52
COc1cc(/C(N)=N/C(N)=N/c2nc3ccccc3s2)cc(OC)c1OC,74,68,97,.,82,102,108,87,80
O=C(c1cn[nH]c1-c1ccccc1)N1CCN(Cc2nc3sc4c(c3c(=O)[nH]2)CCCC4)CC1,97,114,105,76,101,104,108,102,108
COc1ccc(-c2nnc(Nc3ccc(C)cc3)o2)cc1OC,95,109,94,106,108,89,111,97,97
CCOC(=O)c1cccc(C)c1O,143,86,84,89,101,112,83,101,95
Cc1ccc(Nc2cc(=O)[nH]c(N)n2)cc1,112,99,98,92,98,106,114,101,105
C#CCOC(=O)c1ccc(Cl)cc1,102,105,111,87,106,.,112,105,109
CCCCCCCCN1C(=O)[C@H]2Cc3c([nH]c4ccccc34)[C@H](C)N2C1=S,96,100,106,95,106,110,108,104,108

# A different layout for some results above:
canonical_smiles	OVCAR-4	IGROV1	RXF 393	A498	OVCAR-3	SK-OV-3	OVCAR-5	OVCAR-8	ACHN
CCOC(=O)n1c(O)c(N=NC(=O)c2ccc(S(N)(=O)=O)cc2)c2ccccc21	.	100	104	102	103	99	102	98	99
CN1CCCC(NC(c2ccccc2)c2ccc(Cl)cc2)C1 (centres undefined)	103	101	108	91	98	102	93	96	102
COc1cc(NCCCCCNC2CCCCC2)c2ncccc2c1	37	105	76	.	77	96	78	91	104
CCCc1cc(=O)oc2c3c(c4c(c12)OC(C)(C)C=C4)O[C@@H](C)[C@H](C)C3=O	68	75	18	.	87	92	-19*	.	84
CCOC(=O)c1c(C)nc2[nH]n(-c3ccccc3)c(=O)c2c1-c1ccccc1	99	88	106	90	111	104	100	98	97
[C-]#[N+][C@]12C(=O)[C@H](CCC1(C)C)C(C)(C)[C@H]1C(=O)N(C)c3cccc2c31	62	28	102	105	31	100	97	95	89
CNC(=O)c1cc(Oc2ccc3nc(Nc4ccc(F)c(Cl)c4)ccc3c2)ccn1	52	74	80	55	67	91	93	69	52
COc1cc(/C(N)=N/C(N)=N/c2nc3ccccc3s2)cc(OC)c1OC	74	68	97	.	82	102	108	87	80
O=C(c1cn[nH]c1-c1ccccc1)N1CCN(Cc2nc3sc4c(c3c(=O)[nH]2)CCCC4)CC1	97	114	105	76	101	104	108	102	108
COc1ccc(-c2nnc(Nc3ccc(C)cc3)o2)cc1OC	95	109	94	106	108	89	111	97	97
CCOC(=O)c1cccc(C)c1O	143	86	84	89	101	112	83	101	95

# The list goes on:
SMILES,OVCAR-4,IGROV1,RXF 393,A498,OVCAR-3,SK-OV-3,OVCAR-5,OVCAR-8,ACHN
COc1ccc(-c2cn(-c3cccc(C(=O)/C=C/c4ccc(O)c(OC)c4)c3)c(=O)[nH]2)cc1,34,-33*,-61*,.,-1.7*,54,33,12,-48*
CCCCCCCCCCCCCCCCCCCCCCOC(=O)CCC(=O)OCCCCCCCCCCCCCCCCCCCCCC,102,95,110,123,97,113,109,104,103
Oc1ccc(CN2CCC(N3CCOCC3)CC2)c2cccnc12,31,35,13,71,30,36,49,19,13
COc1ccc(C(=O)c2ccc(OC)cc2O)c(O)c1,109,88,125,121,105,106,103,110,99
Fc1ccc(NCc2nnc(-c3ccccc3Cl)o2)cc1Cl,98,105,121,92,108,107,111,111,112
N#C/C(C(=O)c1ccccc1)=C1/C(=O)Nc2ccc(F)cc21,.,97,127,81,106,85,106,101,93
COc1ccc(-c2nc(SCC(C)C)nc(N/N=C(/C)c3ccc(Br)cc3)c2C#N)cc1,100,81,72,44,96,97,87,90,85
NC(Cc1ccccc1)=Nc1ccc(S(=O)(=O)O)cc1,104,110,103,88,115,116,109,100,114
CCOc1ccc(-n2cc(-c3ccc(N(C)C)cc3)[n+]3c2CCCCC3)cc1,9.2*,.,40,-10*,22,-5.8*,40,12,22
Cc1csc[n+]1CC(=O)c1ccccc1,107,102,102,81,115,101,103,102,108
NC(Cc1ccc(OC(Cn2ccnc2[N+](=O)[O-])Cn2ccnc2[N+](=O)[O-])cc1)C(=O)O (centres undefined),111,105,100,75,105,104,100,106,103
O=C(O)c1cccc(S(=O)(=O)O)c1,107&120,116&91,101,122&135,101&107,113&105,98&98,113&103,96&102
CC(=O)NC(Cc1ccccc1)C(C)=O (centres undefined),104,110,105,81,111,81,103,92,106
O=[N+]([O-])c1ccc(NCc2ccccc2)c([N+](=O)[O-])c1,84,100,110,87,99,99,104,99,104
COc1ccc(NC(=O)CN2CCN(c3cc(=O)[nH]c4ccc(F)cc34)CC2)cc1,92,91,101,89,104,102,98,97,96
Nc1nonc1-c1nc2ccccc2o1,103,.,113,92,120,109,109,102,107
CC(C)C(/C=C/c1[nH]ncc1-c1cc(Cl)ccc1O)N1CCOCC1 (centres undefined),94,89,88,82,.,93,99,92,93
N#Cc1ccccc1Cn1c2nc(=N)c3ccccc3c-2nc2ccccc21,30,50,54,70,-5.1*,79,79,66,56
CC(C)CC(NC(=O)OCc1ccccc1)C(=O)NC(Cc1c[nH]c2ccccc12)C(=O)O (centres undefined),134,114,114,121,102,111,107,97,108
N#Cc1nc(-c2cccc([N+](=O)[O-])c2)cc(-c2ccc(Nc3nc(N4CCCCC4)nc(N4CCCCC4)n3)cc2)c1N,89,112,81,104,96,103,119,91,108
N#Cc1nc2c(S(=O)(=O)c3ccccc3)c(N)n(Cc3cccnc3)c2nc1C#N,92,46,60,104,73,77,96,71,96
COc1ccc(C2=N[C@@H](C)C(=O)c3c(nc4ccccn34)N2)cc1,98,89,121,105,98,95,101,97,84
CCOC(=O)C1CN(C(=O)OCC)C/C1=N/NC(N)=O (centres undefined),122,108,98,103,108,101,102,114,103
COc1ccc(/C=C/c2c(C(=O)O)cccc2[N+](=O)[O-])c(OC)c1,111,98,113,109,102,95,107,95,125
O=C(O)C(=O)Cc1ccc(Br)cc1[N+](=O)[O-],106,75,.,98,122,103,97,102,98
N#CCc1nc2c(-c3nc4ccccc4s3)c(Nc3ccccc3)sc2c(=O)[nH]1,99,80,111,112,112,70,88,91,72
Clc1ccc(C(c2c[nH]c3ccccc23)N2CCCC2)c(Cl)c1 (centres undefined),88,62,81,90,103,100,98,89,94
COc1ccc(CN2c3ccccc3Sc3ccccc32)c(F)c1,62,50,0.7*,-12*,-20*,30,50,.,43
CCOC(=O)n1cc(-c2nonc2-c2cn(C(=O)OCC)c3ccc(Br)cc23)c2cc(F)ccc21,76,70,95,101,90,73,73,82,71
CC1OS(=O)OC1C (centres undefined),100&104,105&105,104&99,105&101,106&103,118&100,98&102,98&101,103&92
CCOC(=O)c1cc(-c2ccc(OC)cc2)n(-c2ccc(C(=O)O)c(O)c2)c1C,73,100,77,133,93,110,92,93,90
CC/C(=N\NS(=O)(=O)c1ccc(C)cc1)c1ccc(OC)c(C)c1,101,102,104,111,100,100,103,97,105
N=C1CC(=O)NN1C(=O)c1cnc2n(c1=O)CCCCC2,101,111,121,.,109,110,106,100,101
COc1ccc(C(c2cc(OC)c(OC)c(OC)c2)N2CCCCC2)cc1 (centres undefined),69,47,26,7.3*,8.3*,17,70,50,51
COc1ccc2c(=O)cc(-c3ccccc3)oc2c1,114,50,159,151,118,115,103,118,110
Cc1[nH]c(C2CC(c3ccccc3)=NN2C)c(C)c1C(=O)NCC(F)(F)F (centres undefined),105,92,79,92,106,107,104,100,105
COc1cccc(C=O)c1OC(C)=O,110,108,104,.,116,114,100,104,105
COc1ccc(NC(=O)/C=C(C)/C=C/C=C(C)/C=C/C2=C(C)CCCC2(C)C)cc1,80,.,79,91,66,86,95,37,54
COc1cc2[nH]c(=S)n(-c3ccc(S(=O)(=O)Nc4ccc(Cl)nn4)cc3)c(=O)c2cc1OC,105,111,.,97,106,107,105,105,101
NCC(=O)c1cccc2ccc[n+]([O-])c12,93,.,103,98,104,96,85,88,94
CCC(c1ccc2cc(O)ccc2c1)C(C)(C)C(=O)O (centres undefined),116,111,92,88,113,111,97,103,102
CC1=C(C(=O)OC(C)C)C(c2cccc(C#N)c2)C(C(=O)OC(C)C)=C(C)N1,99,99,99,102,100,123,101,90,94
O=C(CC1c2ccccc2NC(=O)N1Cc1ccccc1)c1cnccn1 (centres undefined),109,98,116,96,111,94,85,103,103
CCn1c(SCC(=O)Nc2cccc(C(=O)/C=C/c3cccc(O[N+](=O)[O-])c3)c2)nc2ccccc2c1=O,89,81,.,82,96,103,103,98,101
Oc1cccc(Nc2nccc(-c3ccc4ccccc4c3)n2)c1,87,42,38,71,15,27,58,29,38
COc1cc2c(c(O)c1Cl)C(=O)c1c(O)cc(C[C@H](C)O)cc1[C@H]2[C@H]1c2cc(C[C@H](C)O)cc(O)c2C(=O)c2c1cc(OC)c(Cl)c2O,13,10,10,.,-20*,8.1*,8.7*,13,-5.8*
O=C(O)CCc1ccccc1Cl,120,127,114,98,122,112,110,105,104
CCN1CCN(c2nc(-c3ccccc3)nc3oc(-c4ccccc4)nc23)CC1,104,102,97,94,111,.,99,103,100
COc1ccc(C(=O)N/N=C/c2ccc(O)cc2O)cc1Nc1ccnc(C(F)(F)F)c1,32,27,49,55,79,20,46,23,36
C=C[C@@H]1C[C@@H]2Cc3cc(Cl)ccc3N1O2,102,112,104,86,109,101,98,99,104
# Following part:
SMILES,OVCAR-4,IGROV1,RXF 393,A498,OVCAR-3,SK-OV-3,OVCAR-5,OVCAR-8,ACHN
CC(=O)c1cnc2sc(C(=O)Nc3ccccc3)c(N)c2c1,84,113,100,70,119,106,113,100,102
Cc1c(C(=O)NCCCC(=O)NO)sc2ncnc(Nc3ccc(Cl)cc3)c12,109,81,110,.,107,113,110,105,105
O=C1NC(=O)/C(=C/c2cccc(OCc3cc4ccccc4nc3Cl)c2)S1,102,78,105,129,66,132,109,84,101
COc1ccc(-c2nsc3c2NC(=O)CC3c2ccsc2)cc1 (centres undefined),31,16,18,0.2*,-39*,-4.8*,33,31,42
CCCCCCCCCCCCCCCCNC(=O)Nc1cc(Cl)ccc1Cl,102,105,111,88,104,103,98,108,101
O=C(Nc1cccc(-c2cc(=O)c3ccccc3o2)c1)c1ccccc1,107,99,.,73,114,115,100,104,106
COc1cc(-c2ccc(/C=N/NC(=O)c3[nH]c4ccc(Br)cc4c3-c3ccccc3)s2)cc(OC)c1OC,94,96,82,130,107,100,101,81,76
C/C(=N\O)c1cccs1,106,112,104,96,104,112,109,90,110
CC(=O)OC1/C=C\CC/C=C\C1 (centres undefined),107,110,110,87,115,105,97,99,96
Cc1nn(-c2ccccc2)c(Cl)c1/C=N\N=c1/sc2ccccc2n1C,117,96,109,83,111,95,93,98,107
CSc1ccc(C(=O)c2ccc(F)cc2)cc1,106,96,105,105,.,105,98,107,104
Cc1ccc(S(=O)(=O)N2CCC(=O)CC2)cc1,105,108,103,.,114,.,104,102,107
COc1cc(-c2nccc3cc4c(cc23)OCO4)cc(OC)c1OC,69&79,38&46,6.7*!,20&41,-25*,9.1*!,74&66,35&49,40&36
N#C/C(=C\c1ccc(C#N)cc1)C(=O)c1ccccc1,99,.,.,118,105,109,104,101,101
O=c1[nH]cnc(O)c1[N+](=O)[O-],.,99,103,105,108,105,114,108,120
N=C(N)N(Cc1ccccc1)c1ccccc1,102,104,112,92,106,79,93,84,102
CCC(=O)O[C@]1(C(=O)CCl)[C@@H](C)CC2C3CCC4=CC(=O)C=C[C@]4(C)[C@@]3(F)[C@@H](O)C[C@@]21C (some centres undefined),90,86,121,126,106,64,82,83,86
CC(=O)Nc1ccc(C(=O)/C=C/c2ccc(N(C)CCO)cc2)c(O)c1,101,105,.,101,97,134,103,103,98
COc1ccc(-c2cnc(-c3ccc(F)cc3)[nH]2)cc1,98,95,.,97,91,121,116,103,105
C/C(=C(/C)C1CC1CCNS(=O)(=O)c1ccc(C)cc1)c1ccc(C(F)(F)F)cc1 (centres undefined),62,93,83,72,92,.,99,89,89
CCOC(=O)C1=C(C)N(CC(OC)OC)C2(O)C(Cl)=C(Cl)C(O)=C(C#N)C12C#N (centres undefined),105,110,114,108,108,114,89,103,102
CC1CCC(=O)C1 (centres undefined),115,108,98,99,101,103,107,97,101

# Compound activity as filed in PubChem.
